Bioassay records (PubChem BioAssay)
TbHK1 inh = Trypanosoma brucei hexokinase 1 inhibitors, primary screen, biochemical, G6PDH-coupled NADH absorbance, MLSCN library. hexokinase 1 [Trypanosoma brucei]. recombinant TbHK1, G6PDH-coupled NADH A340. inhibition, % at 10 µM. 220,000 tested, 0.11% active. AID 1430, 2008;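 active = inhibition of 50% or more in the single-dose primary screen; inactive = inhibition below 50%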
Mdm2 ligase inh = MDM2-luciferase reporter signal enhancers, primary screen, MDM2 E3 ligase inhibitor project, cell-based, luminescence, 1536-well. signal enhancement, % at 5 µM. cell-based MDM2 ubiquitination luciferase reporter, 2 h; 0 = plate control, 100 = twice control, blank-subtracted. 210,000 tested, 0.11% active. E3 ubiquitin-protein ligase Mdm2 (Homo sapiens), Q00987;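 active = signal enhancement of 30% or more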;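 also: luminescence tracks abundance of the self-degrading MDM2-luciferase fusion protein; higher signal means inhibition of MDM2 E3 ligase activity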
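Material: Stable MDM2–luciferase fusion reporter cells | Amount: 2000 cells seeded into each well | Dosing: One concentration, 5 µM, with 0.2% DMSO | Incubation: 4 h cell settling then 2 h compound exposure, 37 °C | Measured by: Luciferase luminescence | Read-out basis: % enhancement relative to plate controls after blank subtraction | Benchmarks: Control and blank well means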
EBV gp42 block = Epstein-Barr virus gp42 inhibitors, primary screen, biochemical, uHTS, fluorescence polarization; Glycoprotein 42 (Epstein-Barr virus (strain AG876)), Q1HVG2; Fluorescence polarization binding assay, mP read-out; inhibition, % (tested at 21.74 µM); 220,000 tested, 0.42% active; AID 1085, 2008; in the data active = inhibition above about 50%
Target sequence (Q1HVG2 whole entry, looked up): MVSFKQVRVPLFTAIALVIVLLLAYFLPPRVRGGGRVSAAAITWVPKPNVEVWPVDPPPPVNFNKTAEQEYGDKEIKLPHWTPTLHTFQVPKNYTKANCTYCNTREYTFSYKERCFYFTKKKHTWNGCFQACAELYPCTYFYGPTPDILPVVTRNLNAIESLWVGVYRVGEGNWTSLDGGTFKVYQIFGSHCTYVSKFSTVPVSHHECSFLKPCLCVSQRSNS
14-3-3 Bad inh = inhibitors of 14-3-3 zeta/Bad binding, primary screen, biochemical, TR-FRET, bovine 14-3-3 zeta; inhibition, % at 21.7 µM; TR-FRET 14-3-3zeta/Dy647-pBad peptide displacement, 1 h; 220,000 tested, 0.71% active; 14-3-3 protein zeta/delta (Bos taurus), P63103;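 active = inhibition above about 70%, limit read from the data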;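 also: 0% = full 14-3-3 plus peptide FRET controls and 100% = background without 14-3-3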
Target sequence (P63103 whole entry, looked up): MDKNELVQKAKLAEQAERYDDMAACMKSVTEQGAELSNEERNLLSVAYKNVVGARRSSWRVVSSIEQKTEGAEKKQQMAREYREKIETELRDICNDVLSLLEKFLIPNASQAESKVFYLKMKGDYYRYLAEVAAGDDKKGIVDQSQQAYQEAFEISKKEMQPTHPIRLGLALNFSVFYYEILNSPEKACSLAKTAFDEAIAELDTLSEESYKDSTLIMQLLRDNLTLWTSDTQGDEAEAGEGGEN
NCF1 inh = p47phox/p22phox peptide binding inhibitors, primary screen, biochemical, uHTS, NADPH oxidase regulatory subunit; inhibition, % at 24.7 µM; fluorescence polarization, 2 h; 220,000 tested, 0.53% active;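 active = inhibition above about 30%, limit read from the data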;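 also: 0% = p47phox with labelled peptide and 100% = labelled peptide alone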
Hck-Nef inh = inhibitors of Nef-activated human Hck kinase, primary screen, biochemical, Z-Lyte FRET, 384-well, Hck-YEEI. inhibition, % at 20 µM. Recombinant Hck-YEEI plus Nef, Z-Lyte FRET kinase assay. 220,000 tested, 0.68% active. AID 463187, 2010;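 active = Hck-Nef kinase inhibition above about 50%, limit read from the data; inactive = inhibition below that limit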;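 also: 0% = DMSO with Hck plus Nef and 100% = Hck alone without Nef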
Target sequence (P08631 whole entry, looked up): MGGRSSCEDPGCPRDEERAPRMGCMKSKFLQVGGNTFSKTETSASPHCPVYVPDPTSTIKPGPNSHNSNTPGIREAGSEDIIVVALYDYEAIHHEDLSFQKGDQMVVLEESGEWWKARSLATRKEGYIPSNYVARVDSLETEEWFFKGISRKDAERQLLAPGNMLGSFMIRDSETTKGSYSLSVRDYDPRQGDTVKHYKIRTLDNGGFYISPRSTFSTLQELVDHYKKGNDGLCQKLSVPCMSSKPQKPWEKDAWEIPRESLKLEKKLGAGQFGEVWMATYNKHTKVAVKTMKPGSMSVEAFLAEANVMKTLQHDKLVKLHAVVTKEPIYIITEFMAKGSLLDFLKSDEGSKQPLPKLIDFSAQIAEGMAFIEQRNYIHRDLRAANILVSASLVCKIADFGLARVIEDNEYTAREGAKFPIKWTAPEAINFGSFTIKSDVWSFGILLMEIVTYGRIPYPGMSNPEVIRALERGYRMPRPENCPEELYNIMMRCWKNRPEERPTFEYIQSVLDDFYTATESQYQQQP
Runt-SMMHC FRET = inhibitors of RUNX1 Runt–CBFb-SMMHC binding, primary screen, biochemical, FRET, Cerulean-Runt, Venus-CBFb-SMMHC, uHTS; Runt-related transcription factor 1 (Homo sapiens) + Core-binding factor subunit beta …; Cerulean-Runt/Venus-CBFb-SMMHC FRET ratio 530/480, 1 h; inhibition, % at 20 µM; 220,000 tested, 0.74% active; AID 1434, 2008;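 active = mean inhibition across duplicate retests at 20 µM reaching about 50%, limit read from the data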;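 also: 0% = DMSO wells and 100% = wells with excess untagged CBFb-SMMHC; inhibitors lower the FRET ratio by blocking Runt binding to CBFb-SMMHC; some results filed as inactive read as strong as hits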
L929 necroptosis = inhibitors of zVAD-triggered necroptosis, primary screen, L929 cells | L929 zVAD necroptosis rescue, ATP luminescence, 24 h; with zVAD 60 µM | viability rescue, % at 10 µM | 220,000 tested, 0.38% active | AID 1377, 2008;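 active = activation, scaled between plate controls, above about 75%, limit read from the data; inactive = activation under that limit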;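 also: 0% = zVAD with DMSO and 100% = DMSO alone without zVAD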
Runt-CBFb FRET = inhibitors of RUNX1 Runt–CBFb binding, primary screen, biochemical, FRET, Cerulean-Runt, Venus-CBFb, uHTS. Runt-related transcription factor 1 (Homo sapiens) + Core-binding factor subunit beta …. Cerulean-Runt/Venus-CBFb FRET ratio 530/480, 1 h. 220,000 tested, 0.46% active. inhibition, % at 20 µM;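 active = inhibition over about 50% at 20 µM in the single-dose screen, limit read from the data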;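 also: 0% = DMSO wells and 100% = excess unlabeled CBFb competitor control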
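Schedule: protein complex preformed 1 h, compound exposure 1 h, room temperature, dark; test system: Cerulean-labeled Runt domain protein; amount: 100 nM per protein; buffer or medium: Tris 50 mM pH 7.5, KCl, K2SO4, 0.01% BSA; read-out: loss of energy transfer signal; detection: FRET fluorescence; controls: 5 µM unlabeled CBFb as full-inhibition high control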
* marks the source's active call; other numbers are inactive results; nt = no result given; [ ] = another dose, or the depositor's remark.

Below each SMILES: TbHK1 inh	Mdm2 ligase inh	EBV gp42 block	14-3-3 Bad inh	NCF1 inh	Hck-Nef inh	Runt-SMMHC FRET	L929 necroptosis	Runt-CBFb FRET
CS(=O)(=O)N1CCN(c2ccccc2NC(=O)CSc2ccc(Cl)cc2)CC1
  -2	-7	-24	12	-9	3	-7	-0.2	2
COc1ccccc1NCC(=O)NNC(C)C(=O)Nc1cccc(Cl)c1 (centres undefined)
  13	-10	-5	16	-1	26	2	-0.2	-1
COc1ccc(/C=N\Nc2ccc([N+](=O)[O-])cc2)c(C(=O)O)c1OC
  -28	-7	-20	1	-16	-42	-39	0.0	-18
CC(=O)Nc1ccc(S(=O)(=O)Nc2cccc(-c3nc4ccccc4o3)c2)cc1
  -11	-1	-9	13[fluorescence artefact?]	-39	1	1	0.3	-1
CCOC(=O)c1c(NC(=O)CSc2nc3ccccc3o2)sc(C)c1C
  2	-5	-9	-6	-93	0	-5	2.0	0
Cn1cnnc1SCc1cccc(Br)c1
  -18	4	-13	9	-12	-1	-11	0.6	nt
Cc1ccc(S(=O)(=O)N2CCN(C(=O)C3COc4ccccc4O3)CC2)cc1C (centres undefined)
  3	7	-25	5[fluorescence artefact?]	-19	-1	-3	0.3	-1
Cn1c(=O)c2c(nc(Sc3ncnn3CC(=O)NC(C)(C)C)n2C)n(C)c1=O
  0	-9	-6	-3	3	10	-2	-0.7	-3
Cc1cc(C)c2nc(Cl)c(CN(Cc3ccco3)C(=O)Nc3ccccc3C)cc2c1
  4	0	1	3	-9	-2	0	-0.6	-2
CC(C)CN(Cc1c(O)ccc2c3c(c(=O)oc12)CCC3)CC(C)C
  -28	-15	-19	-8	-14	49	100*	0.3	39
O=C(c1ccc(Br)o1)N1CCN(Cc2ccc3c(c2)OCO3)CC1
  -2	-8	-8	-14	9	-1	3	-0.7	-1
CCOC(=O)c1oc2ccccc2c1NC(=O)C(C)(C)C
  1	-24	4	0	3	24	2	9.1	0
COc1cc(C=O)ccc1Oc1nnnn1-c1ccc(C(N)=O)cc1
  -1	4	-7	3	-8	-7	-4	-0.8	1
CCC(C)(C)n1nnnc1C(c1ccccc1)N1CCN(C2CCCC2)CC1 (centres undefined)
  12	nt	-11	4	-9	11	-3	-1.5	1
O=C(CSc1ccc(F)cc1)Nc1ccc(Br)cc1
  2	-13	-4	-4	-7	-10	-3	1.6	0
O=C(Nc1ccc(N2CCOCC2)cc1)C1CCN(S(=O)(=O)c2ccc3c(c2)OCCO3)CC1
  13	-4	-8	-10	-6	19	-4	0.5	0
CCc1ccc(NC(=O)c2n[nH]c(=O)c3ccccc23)cc1
  -22	-9	-6	-5	-11	11	1	0.6	1
O=C(CCc1ccccc1)Nc1cc(Cl)ccc1O
  -2	-12	-1	-14	-25	0	-1	0.7	2
CCc1ccccc1NC(=O)c1cnc2n(c1=O)CCS2
  -18	-20	-14	3	-6	21	1	1.0	1
CC(C)N(C)CCOC(=O)c1ccccc1Cl
  -2	-6	6	2	6	2	5	0.2	0
CCC(=O)c1ccc(OCC(O)CN2CCN(C(c3ccccc3)c3ccccc3)CC2)cc1 (centres undefined)
  -1	-8	-7	-3	-14	0	-2	0.1	-1
CCOC(=O)c1c(C)[nH]c(=S)c(C#N)c1-c1ccccc1
  -11	-28	-21	2	-8	10	25	-0.1	30
Cn1cc(CN2CCN(c3ccccc3)CC2)c2ccccc21
  5	0	-11	6	-3	2	-1	-0.3	-1
O=C(CNC(=O)c1ccc2c(c1)OCO2)N/N=C(Br)/C=C/c1ccccc1
  -3	-13	-9	8	2	1	-2	5.1	3
CCOC(=O)c1c(CN2CCN(C)CC2)n(C)c2cc(Br)c(OC)cc12
  0	6	-8	2	-18	0	10	3.6	0
CN(Cc1nccn1C)C(=O)CC1C(=O)NCCN1Cc1cccc(Oc2ccccc2)c1 (centres undefined)
  -3	-5	-1	-17	1	0	2	0.0	0
Cc1ccc(N2C(=O)c3ccccc3C2O)nc1 (centres undefined)
  -5	-62	-11	3	6	-3	-1	0.1	0
Cc1cc(C(=O)NNc2ccc(C)c(C)c2)no1
  0	-10	-12	-7	-21	12	3	-1.6	2
CC1/C(=C\c2ccc(Cl)cc2)C(=O)C2CC1C2(C)C (centres undefined)
  -9	-6	-3	0	2	6	-4	0.1	0
CN(C)/C=N/c1nccc(-c2cccs2)n1
  -12	-7	-2	8	11	15	-2	-0.2	1
CC(/C=C/c1ccc(N(C)C)cc1)=N\N=C(/N)SC1CC(=O)N(c2ccc(C(=O)O)cc2)C1=O (centres undefined)
  -15	-17	-63	-9[fluorescence artefact?]	-219	5	-74	-1.1	-76
CCn1c(-c2ccc(C)cc2)n[nH]c1=S
  -7	-11	-6	-22[fluorescence artefact?]	-4	-1	3	-0.4	-39
O=C(O)CCC(=O)N(Cc1cccnc1)Cc1cccc(F)c1
  4	3	-10	13[fluorescence artefact?]	-11	0	-1	-0.3	0
COC(=O)[C@@]1(Cc2ccc(F)cc2)[C@H]2c3cc(C(=O)N(C)C)n(CCSCCO)c3C[C@H]2CN1C(=O)c1ccccc1
  -10	nt	-4	-18[fluorescence artefact?]	-10	-2	3	-0.3	-3
CCN(CC)S(=O)(=O)c1ccc(N2CCOCC2)c(NC(=O)c2ccccc2F)c1
  -8	9	1	-15	-7	24	0	-1.2	-2
Cc1oc2nc(SCCCC(=O)NCCCO)nc(N)c2c1C
  -4	-9	-2	-6[fluorescence artefact?]	-16	-3	-1	1.8	0
O=C(O)c1cccc(N2C(=S)N=C(Nc3ccccc3)C23CCCCC3)c1
  -4	5	0	-18	0	23	-1	2.2	1
CCc1cc(Br)ccc1N1C(=O)C2CC=CCC2C1=O (centres undefined)
  14	-11	-15	13	-10	0	-4	0.1	3
COc1ccc(OCCCC(=O)Oc2ccc(OC)cc2)cc1
  -5	-4	-14	-5	-7	0	-6	0.5	2
O=C(Nc1cccc2cccnc12)c1cccc2ccccc12
  -7	-8	-1	2	-16	2	2	0.5	0
Cc1nc(C)c(C(=O)O)c(-c2cccs2)c1C(=O)O
  -10	-9	-4	-1	1	14	-2	0.2	0
c1ccc(Sc2nc(N3CCCCC3)nc(N3CCCCC3)n2)nc1
  -1	-38	-9	10	-7	0	-1	0.6	-1
C#CCCOC(=O)Nc1ccccc1
  -3	-12	-5	9	-8	-6	-1	-0.6	0
CC(NS(=O)(=O)c1ccc(Cl)c(Cl)c1)C(=O)OCC(=O)Nc1ccc2c(c1)OCO2 (centres undefined)
  -2	-13	2	-4	-2	-5	-2	1.8	0
Cc1cc(Br)ccc1OCCCCN1CCCCC1
  4	1	-15	27	48*	15	-3	1.0	2
O=C(O)CN1C(=O)C2C3CC(C2C1=O)C1C(c2ccc(Cl)cc2)c2sc(=O)[nH]c2SC31 (centres undefined)
  -2	-5	-18	-9	-4	23	27	2.7	42
CCn1c(SCC(=O)N/N=C/C=C\c2ccccc2[N+](=O)[O-])nnc1-c1ccccc1
  -10	-24	-19	-5	-10	0	6	-0.1	-1
CCOC(=O)c1c(-c2cccs2)csc1NC(=O)CN1CC(C)OC(C)C1 (centres undefined)
  -19	9	-13	-4	-25	1	-2	8.8	-5
CC(C)CNC(=O)NC(=O)COc1ccc(C=O)cc1
  -1	-13	7	3	-10	6	-2	-0.1	2
CCOC(=O)c1c(-c2ccc(C)cc2)csc1/N=C(\C)C1=C(O)c2ccccc2C1=O
  -19	-21	-2	-5	-15	33	4	1.0	2
Nc1ncnc(NCc2ccccc2)c1[N+](=O)[O-]
  -23	-6	-1	4	-9	2	4	0.2	-1
COc1cc2oc(=O)c3c(c2cc1OCC(=O)c1c(C)n(C)c2ccccc12)CCCC3
  -21	-9	-19	43[fluorescence artefact?]	-172	8	6	-0.2	2
CC(C)CSc1n[nH]c(N)n1
  -1	-21	-15	1	-4	-2	-3	-0.5	-1
Cn1cccc1/C=C1\CC(C(C)(C)C)C/C(=C\c2cccn2C)C1=O (centres undefined)
  -25	-5	-44	-19	-64	4	0	0.6	-2
COc1ccc(-c2nc(SCc3ccccc3)n(C(=O)c3ccco3)n2)cc1
  0	-2	4	-5	-20	-1	5	0.3	0
Cc1ccc(C)c(N2CCN(C(=O)CNS(=O)(=O)c3cccs3)CC2)c1
  -5	0	-4	4	-7	-1	1	0.1	2
C/C=C/c1ccc(OCCSc2nc(C)cc(=O)[nH]2)c(OC)c1
  -1	-4	-1	0	-3	-1	2	3.4	-1
C=C(C)CNC(=S)Nc1nc2c(cc1C(=O)OCC)CCCC2
  21	-2	-5	-24[fluorescence artefact?]	0	1	0	0.5	-2
NC(=O)CSc1cn(CCNC(=O)c2cccs2)c2ccccc12
  -2	-13	-4	0	-10	20	1	-0.6	2
CC(=O)c1sc(C(=O)O)c(-c2ccco2)c1-c1ccco1
  -9	-6	-15	0	-5	12	-4	0.4	19

Next section.
Below each SMILES: TbHK1 inh	Mdm2 ligase inh	EBV gp42 block	14-3-3 Bad inh	NCF1 inh	Hck-Nef inh	Runt-SMMHC FRET	L929 necroptosis	Runt-CBFb FRET
CN(C)c1ccc(CNn2cnnc2SCc2ccc(F)cc2)cc1
  -1	-18	-5	-12	-1	2	2	-0.5	3
O=S(=O)(c1ccc(-c2ccon2)s1)N1CCN(c2ccccn2)CC1
  -9	-7	-5	-1	-43	5	0	-0.5	0
CC(C)C(OC(=O)CCCC(=O)Nc1nccs1)C(=O)NC1CCCCC1 (centres undefined)
  -1	-9	-10	-8	0	20	2	23	0
Clc1cccc(N=C2NN=C(c3ccc4c(c3)OCCO4)CS2)c1
  -18	-13	22	-2	-23	1	2	1.0	11
CC(=O)Nc1ccc(N2CCCC(C)C2)c([N+](=O)[O-])c1 (centres undefined)
  2	-20	-1	-3	0	-3	2	1.0	-1
COc1cc(OC)cc(-c2nc3nc(C)c(CCC(=O)O)c(C)n3n2)c1
  5	-13	-5	8	3	0	1	0.1	-1

The order is random; about 3.2% have a hit in one of these screens.
